# Source: PubChem BioAssay
# Arr AP2 block – blocks beta-arrestin peptide binding to AP2 adaptin | 340,000 tested, 0.31% active | inhibition, % at 10 µM | FITC-arrestin peptide / GST-AP2 beads, flow cytometry; AP2 beta2 appendage carries R879A mutation;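 active = inhibition above a set limit, near 3 SD of compounds lacking own fluorescence, cut at about 54% in these data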;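 also: plate controls were DMSO wells for no effect and 5 µM unlabelled arrestin peptide for full effect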
#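 Assay system: GST-AP2 R879A bound to glutathione beads, E. coli-expressed; Medium: PBS with 0.05% Tween 20 and 0.1% BSA; Also added: fluorescein-tagged arrestin peptide at 50 nM final; Timing: 12 min plus 1 h, RT; Measured by: flow cytometry, FL1 (488/535 nm); Evaluation: percent drop in bead-associated FITC signal.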
# CAL PDZ FP-1 – blocks peptide binding to human CAL PDZ domain; inhibition, % at 20 µM; AID 504414; 330,000 tested, 0.02% active; purified CAL PDZ, TMR-peptide fluorescence polarization, 1 h;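 active = highest replicate inhibition of at least 40%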;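 also: plate controls were DMSO neutral control wells for no effect and unlabeled competitor peptide control wells for full effect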
#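 material = purified tagged CAL PDZ domain construct (CerCALP) | buffer or medium = sodium phosphate/NaCl buffer pH 7.4 with TCEP, IgG, Thesit | reagent = TMR-labelled reporter peptide T*-PRC34 bound in PDZ groove | incubation = 1 h room-temperature incubation prior to read | measured by = fluorescence polarization (mP) | evaluation = percent inhibition from loss of millipolarization | control set = unlabelled peptide and DMSO controls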
# Cardiac RTF inh – cardiac RTF calcium desensitization; P19429+P45379; IANBD-labeled cardiac RTF, Ca2+ fluorescence; inhibition, % at 7.15 µM; 340,000 tested, 0.12% active; AID 493244;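 active = inhibition above the mean inhibition of all tested compounds plus 3 SD, cut at about 17% in these data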;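 also: assay run at fixed EC70 calcium of 1.6 mM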
# DAGLB inhibitor – blocks human DAGLB lipase activity. Q8NCG7. HEK293T DAGLB membrane lysate, EnzChek fluorogenic substrate. inhibition, % at 5.17 µM. 340,000 tested, 0.059% active. AID 504411; in the data active = inhibition above about 34%;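 also: 0% = enzyme with vehicle and 100% = wells lacking enzyme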
# DSG3 Ab inh – human desmoglein-3 autoantibody binding inhibition; binding (percent of control), % at 10 µM; DSG3-coupled beads, scFv-anti-DSG3-GFP binding, flow cytometry; hits give low values; 310,000 tested, 0.48% active;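 active = binding more than 3 SD below its plate's average and above zero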;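 also: hits lower antibody fragment binding to DSG3; some compounds called inactive have numbers as strong as hits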
# LANA DNA inh – inhibitors of KSHV LANA C-terminal domain DNA binding | 340,000 tested, 0.078% active | MBP-C-LANA/FAM-LBS DNA binding, fluorescence polarization | AID 504423 | inhibition, % at 9 µM;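 active = highest replicate inhibition at or above 60% at 9 µM, even if other replicates fall short; inactive = all replicates below 60% inhibition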;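 also: 0% = neutral control wells and 100% = 4 µM acridine orange control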
# NSD2 HMT inh – NSD2 (human) methyltransferase inhibition; NSD2 peptide methylation, AlphaScreen, 120 min; inhibition, % at 12.5 µM; 310,000 tested, 0.54% active; AID 743445; in the data active = inhibition above about 50%
# Keap1-Nrf2 PPI – Keap1-Nrf2 (human) interaction inhibition; inhibition, % at 9.4 µM; Keap1 Kelch-Nrf2 peptide fluorescence polarization, 1536-well; Q14145; 340,000 tested, 0.15% active; in the data active = inhibition above about 12%;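 also: human Keap1 Kelch domain with fluorescein labeled Nrf2 9mer peptide probe; 0% = neutral control wells and 100% = peptide positive control; higher means more block of Keap1 binding to Nrf2 peptide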
# Target sequence (Q14145 whole entry, looked up, the tested form may be a part): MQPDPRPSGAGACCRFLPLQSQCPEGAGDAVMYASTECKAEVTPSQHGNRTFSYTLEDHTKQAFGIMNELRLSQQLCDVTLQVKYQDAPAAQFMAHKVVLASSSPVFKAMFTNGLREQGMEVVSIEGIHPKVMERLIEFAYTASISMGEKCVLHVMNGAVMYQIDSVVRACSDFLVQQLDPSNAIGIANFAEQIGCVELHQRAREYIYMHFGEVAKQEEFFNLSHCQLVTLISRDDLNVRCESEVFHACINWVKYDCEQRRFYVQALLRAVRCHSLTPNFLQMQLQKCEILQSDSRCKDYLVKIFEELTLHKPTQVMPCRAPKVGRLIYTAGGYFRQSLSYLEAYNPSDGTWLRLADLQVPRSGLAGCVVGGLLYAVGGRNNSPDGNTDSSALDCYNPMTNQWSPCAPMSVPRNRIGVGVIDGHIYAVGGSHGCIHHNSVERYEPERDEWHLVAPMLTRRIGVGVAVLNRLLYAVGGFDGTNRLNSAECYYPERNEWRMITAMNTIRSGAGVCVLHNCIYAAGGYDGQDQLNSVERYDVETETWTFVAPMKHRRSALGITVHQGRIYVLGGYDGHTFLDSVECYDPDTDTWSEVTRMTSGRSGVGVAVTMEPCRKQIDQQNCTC
# V-ATPase pHluor – yeast V-ATPase proton transport regulation by pHLuorin. 350,000 tested, 0.37% active. S. cerevisiae, pHLuorin cytosolic pH fluorescence. AID 504577. response, % at 10 µM; in the data active = response mostly above about 7.3%, no sharp cut-off; inactive = mostly below about 5.4%; also: actives read high; inactives centre near 0; some compounds called inactive have numbers as strong as hits
# CAL PDZ FP-2 – inhibitors of human CAL PDZ peptide binding; inhibition, % at 24.9 µM; purified CAL PDZ, TMR-peptide fluorescence polarization, 1 h; 300,000 tested, 0.92% active; AID 602252;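 active = mean inhibition of at least 30% with at least half of replicates also reaching 30%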;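 also: 0% = DMSO neutral control and 100% = excess unlabeled competitor peptide PRC23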
# Numbers without * were called inactive; · = not tested or not shown. Only part of the results is shown (hit frequency here may not be typical).
# Below each SMILES: CAL PDZ FP-1, Cardiac RTF inh, CAL PDZ FP-2, DAGLB inhibitor, Arr AP2 block, NSD2 HMT inh, Keap1-Nrf2 PPI, LANA DNA inh, V-ATPase pHluor, DSG3 Ab inh
COCC(=O)N/N=C\c1ccccc1OC/C=C/c1ccccc1
 : -3.2, -2, -7, 0, 8, 0, 0, 2.1, -3, 99
COc1ccc(NC(=O)C2CCN(C(=O)C3CC(=O)N(c4ccc(C)cc4)C3)CC2)cc1 (stereo not given)
 : -0.6, -13, -9, 1, 6, ·, -4, 1.6, 5, 108
COc1ccc(CCNC(=O)Cc2cc(OC)c(OC)cc2Br)cc1OC
 : -0.9, -3, 4, -2, 2, -2, -1, 0.0, 0, 97
CCn1nc(C)c(CN2CCN(Cc3cccc(OC)c3)C(CCO)C2)c1C (stereo not given)
 : -0.2, -3, -1, -1, -6, ·, 0, -1.2, 2, 100
COC(=O)c1cc(S(=O)(=O)N2CCC(c3cc(OC)ccc3OC)C2)c[nH]1 (stereo not given)
 : -2.5, -2, -2, -2, -6, 3, -4, 0.1, 2, 92
CCOc1ccc(-c2c(C(=O)N/N=C(\C)c3ccccc3OC)nnn2-c2nonc2N)cc1
 : 0.4, -7, -5, 2, 39, 1, -3, -0.5, -5, 89
Cc1ccccc1OCC(=O)N/N=C/c1ccc(N(C)C)cc1
 : 0.5, 8, 1, 0, -14, 2, 1, 0.4, 0, 103
CC(C)(C)OC(=O)N1CCC(CNC(=O)c2ccccc2)CC1
 : -1.0, ·, ·, ·, 11, 0, -2, -0.6, -1, 98
CCN1CCN(CC(=O)Nc2cc(C)on2)CC1
 : -0.4, 4, -1, -1, -2, -2, -4, -0.3, 2, 101
Cc1cccc(C(=O)N2CCC(c3nc4ccccc4s3)CC2)c1
 : -2.5, -9, 4, -8, -29, -2, -5, -0.8, 5, 101
CC1CCCN(c2ccc(C(=O)NCc3cccs3)cn2)C1 (stereo not given)
 : -2.9, -6, 0, -4, -1, -2, 0, -0.5, -1, 110
CSc1ccc(S(=O)(=O)NCc2ccc(C)cc2)cc1
 : 0.8, 2, -2, 1, -2, -4, -4, 0.6, 4, 101
O=C(Nc1ccncc1)c1cccc2ccccc12
 : 0.1, -1, -4, 2, 2, 1, 1, 0.5, -1, ·
CC(=O)Nc1ccc(Oc2ccc(-c3noc(C)n3)cc2)cc1
 : -0.6, -1, -6, 2, 0, -3, 0, 2.2, 2, 102
COc1ccc(S(=O)(=O)N(CC(=O)N2CCCC2)Cc2ccccc2)cc1
 : -1.0, -5, -4, 1, 8, -3, -3, -0.6, -4, 108
O=C(NCCNC(=O)c1ccccc1O)c1ccccc1O
 : -0.9, 4, ·, 3, 3, 2, -6, -1.0, 6, 98
Cc1nc(-c2ccccn2)nc(N(C)c2ccccc2)c1Cl
 : -1.7, -10, -18, -1, 5, 3, 1, 1.9, -3, 92
COc1ccc(-c2cc(C(F)(F)F)nc(SCC(=O)Nc3cc(C)on3)n2)cc1OC
 : ·, -8, -6, 3, 6, 1, -3, -1.5, -3, 113
COc1ccc(C(CNC(=O)c2[nH]c(C)c(C(C)=O)c2C)N2CCOCC2)cc1 (stereo not given)
 : 0.4, 2, 1, 2, -5, 0, -4, 0.2, -5, 104
COC(CNC(=O)CCCn1nnnc1CN1CCOCC1)c1cccs1 (stereo not given)
 : -0.9, -8, 3, 1, -2, 5, -5, 1.0, 0, 77
COc1cc(/C=N/NC(=O)Cc2csc(N3CCOCC3)n2)cc(OC)c1O
 : -2.3, -4, -5, 0, 5, 6, 0, -1.1, -4, 96
CCOC(=O)c1c(C)n(C)c2ccc(OC(=O)c3ccoc3)cc12
 : 0.9, 0, 2, -4, 21, 0, 1, 1.9, -1, 101
Cc1ccc(S(=O)(=O)Nc2cc(=O)[nH]c(SCc3ccccc3Cl)n2)cc1
 : 0.0, -6, -1, 3, 5, -2, 0, -0.7, 0, 101
O=C(NCc1ccco1)C1CC(c2ccc(F)cc2)=NO1 (stereo not given)
 : -0.6, -6, -3, 1, 20, 0, -1, -1.3, 0, 92
COc1ccc(OC)c(C(c2nnnn2CCc2ccccc2)N2CCC(C(N)=O)CC2)c1 (stereo not given)
 : -1.0, -2, -2, -3, 6, 0, 1, -1.6, -1, 101
CCOC(=O)c1ccc(NC(=O)CSc2nc3ncccc3[nH]2)cc1
 : -2.2, -6, 3, 1, 2, 38, -1, -0.7, -1, 100
NC(=O)C[n+]1cccc(C(=O)Nc2ccccc2)c1
 : -1.3, 0, -2, 0, 66*, 17, -1, 1.6, 2, 111
CCOC(=O)C1=C(CN2CCSCC2)NC(=O)NC1c1cccc([N+](=O)[O-])c1 (stereo not given)
 : -0.9, -6, 7, 0, 8, ·, 1, 0.1, 4, 101
CCOC(=O)C(=O)Nc1cc(C(=O)OC)cc(C(=O)OC)c1
 : 0.0, 2, ·, -1, -21, -2, 4, 0.1, -1, 101
Cc1ccc(C(=O)Nc2ncccc2C)cc1S(=O)(=O)N1CCOCC1
 : 0.9, -5, -3, -1, -3, 1, -5, 2.3, -1, ·
Cc1cccc(C)c1NC(=O)CNC(=O)c1ccc(COc2ccccc2)o1
 : -0.9, 4, -1, -1, -3, 0, -5, -1.3, -2, 104
O=C(CN1CCC(NC(=O)c2ccccc2F)CC1)NCc1ccc(F)cc1
 : ·, -2, -12, -1, 5, 0, -3, 1.3, 3, 93
COc1ccc(CNC(=O)[C@H](C)NC(=O)[C@@H]2Cc3ccccc3CN2)cc1
 : -1.0, 1, 2, 1, -2, -3, 0, 0.0, 2, ·
O=c1c2sccc2[nH]c(=S)n1-c1ccccc1
 : -0.8, -3, 4, 1, 39, -8, -2, -1.0, -6, 88
COC(=O)c1ccc(NC(=O)c2ccc3c(c2)C(=O)N(Cc2cccnc2)C3=O)cc1
 : 0.5, -1, -5, 1, 2, -1, -4, 2.1, 2, 107
O=C(NCCc1ccc(Cl)cc1)c1cc(S(=O)(=O)N2CCCCC2)c[nH]1
 : -1.5, -2, ·, -2, 4, ·, -3, -0.4, -1, 105
COc1ccccc1C(=Cc1ccc([N+](=O)[O-])cc1)C(=O)O
 : ·, ·, ·, -2, ·, 0, ·, ·, 1, 101
Cc1onc(C(=O)N2CCN(Cc3ccccc3)CC2)c1[N+](=O)[O-]
 : 2.3, 0, 3, 1, 5, ·, -5, -0.2, 1, 107
Cc1c(Cl)cccc1NC(=S)NC1CCN(C(C)C)CC1
 : -4.3, -1, -2, -2, -21, 5, -7, 1.0, 2, 102
CCCNS(=O)(=O)c1cccc2cccnc12
 : -1.2, -4, ·, 2, 10, ·, 4, -0.5, -6, 107
O=[N+]([O-])c1cccc(-c2ccc(CN3CCCCC3)o2)c1
 : -0.8, -11, ·, 2, 28, 8, 0, 0.0, -3, 102
CSc1ccc(-c2nc(CSCC(=O)NC3CC3)c(C)o2)cc1
 : -0.3, -10, -1, 1, -7, -1, -7, 4.4, -1, 96
CCN1C(=O)CCCc2ccccc21
 : -0.1, -4, ·, -2, 3, 32, -2, -0.9, 0, 103
COc1cccc(Oc2c(C)oc3c(CN4CCCCC4)c(O)ccc3c2=O)c1
 : -1.2, -24, -8, 0, 21, -1, 1, 0.4, -3, 96
CCOC(=O)N1CCN(c2ncnc3scc(-c4ccc(Cl)cc4)c23)CC1
 : -1.1, -1, -4, -7, -5, -2, -3, -2.0, -2, 100
CC(=O)N1CCN(S(=O)(=O)c2cccc(C(=O)NC3CCCc4ccccc43)c2)CC1 (stereo not given)
 : -2.6, -4, -17, -1, -22, -2, -1, 1.1, -2, 101
COc1ccc(-c2ccc(CCC(=O)O)n2Cc2ccco2)cc1
 : -0.6, -1, 1, 3, -13, 7, -2, 1.7, 3, 112
CC1CCCC(C)N1C(=O)CSCc1ccc(Cl)cc1 (stereo not given)
 : 0.1, -1, ·, -7, 35, -2, -1, -0.4, -2, 111
Cc1cc(N=Nc2ccccc2)c(NCC(O)C(O)C(O)CO)cc1C (stereo not given)
 : 0.1, 4, ·, 45*, -5, 8, -3, 1.6, -6, 104
OC(CNC1CCCC1)COc1ccccc1Br (stereo not given)
 : 0.8, 0, ·, -1, 39, 7, -3, -0.5, -3, 107
O=C(Nc1cccc(Cl)c1)N1CCN(Cc2ccccc2)CC1
 : 0.4, -4, 0, 2, -2, ·, -1, 0.9, -1, ·
Cc1ccc(C(=O)NCCc2ccccc2)cc1
 : -3.5, -10, 14, 1, 10, -1, -2, 1.4, 4, 121
CCC(=O)Nc1ccc(Cl)c(-c2nc3ncccc3o2)c1
 : 2.5, -1, -4, -1, -4, 1, -4, -0.1, 1, 117
CCCOc1cccc(C2/C(=C(\O)c3ccc4c(c3)OCCO4)C(=O)C(=O)N2CCCn2ccnc2)c1 (stereo not given)
 : -1.0, -11, -3, 2, 32, ·, -4, -0.8, 0, 102
Cc1c(Br)c([N+](=O)[O-])nn1CC(=O)c1ccccc1
 : -0.2, 2, -3, 1, 0, -1, -4, 1.3, -3, 102
Cc1ccc(NC(=O)c2cc(N3C(=O)CCC3=O)ccc2N2CCOCC2)cc1
 : -0.7, -2, -1, -1, -10, -6, -3, 1.2, 1, 101
Cc1ccccc1SCC(=O)OCC(=O)NCCNC(=O)COC(=O)CSc1ccccc1C
 : -0.8, 1, -3, 2, -8, -1, -9, -1.1, -2, 105
Cc1oc2nc(SCC(=O)NCc3cccnc3)nc(N)c2c1C
 : -0.2, -3, -5, -1, 20, -3, 0, -1.1, 3, 107
CCOC(=O)COc1ccc(N)cc1CC(NC(C)=O)(C(=O)OCC)C(=O)OCC
 : 0.4, -10, -1, 1, 1, 0, -7, -2.6, 3, 103
O=C(NCCCOC(=O)c1ccccc1)c1ccccc1
 : -0.1, -6, -3, 0, -6, 0, 4, 0.8, 1, 97

# Going on with the list.
# Below each SMILES: CAL PDZ FP-1, Cardiac RTF inh, CAL PDZ FP-2, DAGLB inhibitor, Arr AP2 block, NSD2 HMT inh, Keap1-Nrf2 PPI, LANA DNA inh, V-ATPase pHluor, DSG3 Ab inh
Cc1ccc2[nH]c3c(N4CCc5ccccc5C4)ncnc3c2c1
 : -1.9, -7, -1, 3, 2, 1, -1, -0.7, -2, 112
COC(=O)C1(C(=O)OC)C(C(=O)c2ccccc2)C1c1ccccc1 (stereo not given)
 : 0.6, -2, 9, -2, 8, -4, -6, 1.9, -2, 120
C/C(=N/NC(=O)CNS(=O)(=O)c1ccc(C)cc1)c1cccc([N+](=O)[O-])c1
 : -2.4, -6, 1, 0, 7, 12, 5, 1.1, -1, 88
COC(=O)[C@@]12CCCCN1[C@H](c1ccc(SC3CCCCC3)cc1)[C@@H]1C(=O)N(C)C(=O)[C@@H]12
 : -4.6, -3, -9, 0, 16, ·, -3, -0.5, 2, 95
CCN1/C(=C\C(C)=O)Sc2ccc(OC)cc21
 : -0.7, -6, -3, 3, -2, 1, 5, 0.0, -2, 106
COc1ccc(OC)c(NC(=O)CCN2CCCCCC2)c1
 : ·, -11, -4, 1, 9, 1, -4, -0.6, 12, 100
CCCCCCCCCOC(=O)C(CC(=O)O)N1CCOCC1 (stereo not given)
 : -0.3, -9, -3, 3, 1, 7, -3, 0.9, -1, 102
